D1 PAM – human D1 dopamine receptor positive modulation. potentiation, % at 10 µM. 360,000 tested, 0.036% active. AID 504651. HEK293 TREx D1 cells, calcium flux, dopamine EC20 potentiation. P21728; in the data active = potentiation above about 30%; also: 0% is about no effect
Target sequence (P21728 whole entry, looked up): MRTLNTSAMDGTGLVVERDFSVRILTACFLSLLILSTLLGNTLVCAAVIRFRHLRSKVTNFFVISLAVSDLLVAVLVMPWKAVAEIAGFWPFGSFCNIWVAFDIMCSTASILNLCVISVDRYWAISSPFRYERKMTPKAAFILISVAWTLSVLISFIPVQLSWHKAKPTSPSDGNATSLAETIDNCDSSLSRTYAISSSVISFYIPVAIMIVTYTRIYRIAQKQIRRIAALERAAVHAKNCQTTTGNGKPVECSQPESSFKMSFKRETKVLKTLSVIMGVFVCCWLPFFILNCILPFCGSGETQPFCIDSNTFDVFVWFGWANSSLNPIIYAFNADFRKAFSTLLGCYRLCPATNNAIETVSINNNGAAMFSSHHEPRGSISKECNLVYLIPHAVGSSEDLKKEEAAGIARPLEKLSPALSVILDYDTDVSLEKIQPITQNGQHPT
Vif-APOBEC3G blk – inhibitors of Vif-APOBEC3G interaction; AID 602310; 410,000 tested, 0.076% active; Potency, µM (doses to about 46.1 µM), inactives show at the top dose activity, negative = active, actives largely listed as inhibitors; Q9HC16; HeLa A3G-eYFP + Vif (tagged APOBEC3G with the HIV-1 protein that degrades it), YFP fluorescence, overnight;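 also: potency is read from the fitted curve at half-maximal effect; % is scaled to controls: 0 for no effect and ±100 for the full control effect; nearly all actives have a fitted effect of over 60% in size; hits raise eYFP signal because A3G escapes Vif-driven loss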
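HeLa cells stably expressing Vif and C-terminally eYFP-tagged A3G, seeded overnight at 37 deg C, then exposed to compound by pintool overnight at 37 deg C. Rise in yellow fluorescence (Ex 488/Em 500-530, Acumen) marks blocked Vif-driven A3G degradation.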
D1 agonist – agonists of human D1 dopamine receptor; P21728; HEK293 T-REx D1 cells, calcium flux, agonist mode; activation, % at 2 µM; 360,000 tested, 1% active; in the data active = activation above about 30%; also: 0% is about no effect
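Agonism was scored from calcium flux recorded over 180 s (1 read/s) after pintool compound addition, following a 10-cycle baseline. Cells were inducible force-coupled HEK293 TREx D1, plated overnight at 30 C and loaded with no-wash calcium dye.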
LDHA inh – blocks human lactate dehydrogenase A. P00338. purified LDHA, NADH/diaphorase-resazurin fluorescence; active compounds read low. activity change, % (values are at about 110 or 230 µM). 480,000 tested, 0.15% active. AID 1347041; in the data active = activity change below about -30%; inconclusive = mostly about -25% to -30%;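 also: plate controls were DMSO wells for no effect and wells without enzyme for full effect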
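Resorufin fluorescence (ex540/em590), read at 0 and 20 min after diaphorase/resazurin addition, reports the NADH left after a 5 min room-temperature reaction of 2 nM human LDH5 with 0.06 mM NADH and 0.2 mM pyruvate.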
Glioma ERSR ind – ER stress response induction in glioma; Potency, µM, without a hit: top-dose activation, most hits filed as activators; 420,000 tested, 0.02% active; U87-MG GRP78 promoter luciferase reporter, 16 h; also: potency is read from the fitted curve at half-maximal effect; series mostly up to about 76 µM; % of control where 0% means no effect; nearly all actives have a fitted effect of over 35% in size
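Stably transfected U87-MG glioma cells carrying a GRP78-based luciferase sensor; 16 h compound incubation. Luminescence end-point read 10 min after Bright-Glo addition at room temperature.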
Vif-APOBEC3F blk – inhibitors of Vif-A3F interaction; 390,000 tested, 0.2% active; Potency, µM (top dose mostly 46.1 µM), without a hit: top-dose activity, negative = active; HeLa A3F-eYFP + Vif (tagged APOBEC3F with the HIV-1 protein that degrades it), YFP fluorescence increase; also: potency is read from the fitted curve at half-maximal effect; % of control where 0% means no effect; nearly all actives have a fitted effect of over 65% in size
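HeLa cells stably expressing A3F-eYFP plus Vif, plated and incubated overnight at 37 deg C, then exposed to compounds overnight at 37 deg C. Blocked degradation read as raised yellow fluorescence (Ex 488/Em 500-530).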
RXFP1 ag – RXFP1 (human) receptor agonism | HEK293T-RXFP1 cAMP TR-FRET, 30 min; response scale: percent of porcine relaxin response, buffer zero | Potency, µM (titrated, usually from 57.5 µM), inactives show at the top dose activation, actives largely listed as activators | 370,000 tested, 0.3% active; also: potency is read from the fitted curve at half-maximal effect; % is scaled to controls: 0 for no effect and ±100 for the full control effect; nearly all actives have a fitted effect of over 60% in size; many of its hits are not listed in these tables
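cAMP rise read by TR-FRET after 30 min, 37C compound exposure (up to 58 uM) in RXFP1-transfected HEK293 cells with Ro 20174 present. EC50 from Hill-equation fits, with 29 nM porcine relaxin as 100% and buffer as basal.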
D2 potentiator – positive allosteric modulators of human D2 dopamine receptor | potentiation, % at 10 µM | 340,000 tested, 0.34% active | HEK293 T-REx D2, calcium flux, EC20 dopamine potentiation;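 active = potentiation over 3 SD above the plate norm, cut at about 30% in these data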; also: 0% is about no effect
Target sequence (P14416 whole entry, looked up): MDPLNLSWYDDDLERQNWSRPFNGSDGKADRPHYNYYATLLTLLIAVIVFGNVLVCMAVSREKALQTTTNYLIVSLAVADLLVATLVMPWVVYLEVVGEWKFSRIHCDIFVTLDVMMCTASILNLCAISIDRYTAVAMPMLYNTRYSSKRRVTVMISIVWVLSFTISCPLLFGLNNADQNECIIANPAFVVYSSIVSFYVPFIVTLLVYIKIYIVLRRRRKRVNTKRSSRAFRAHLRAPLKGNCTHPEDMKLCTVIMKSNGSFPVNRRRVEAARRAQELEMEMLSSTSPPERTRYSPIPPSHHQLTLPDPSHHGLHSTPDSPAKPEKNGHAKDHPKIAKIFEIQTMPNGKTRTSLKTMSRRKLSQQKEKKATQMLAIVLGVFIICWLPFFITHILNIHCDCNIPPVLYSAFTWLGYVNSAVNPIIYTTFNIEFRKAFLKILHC
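Using a no-wash calcium dye in inducible, force-coupled HEK293 Trex cells expressing D2, we tracked fluorescence each second for 180 s after compound, then for 180 s after EC20 dopamine to detect augmented signalling.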
D1 antagonist – human D1 dopamine receptor antagonism | 360,000 tested, 3.2% active | activity change, negative = inhibition, % at 10 µM | HEK293 TREx D1 cells, calcium flux, dopamine EC80; active compounds read low; in the data active = activity change below about -30%; also: % is scaled to controls: 0 for no effect and ±100 for the full control effect
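Compound effects on dopamine-evoked calcium signalling were measured in tetracycline-induced HEK293 Trex D1 cells. Dopamine at EC80 followed a 180 s compound pre-read, and fluorescence was tracked kinetically for 180 s more.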
Numbers without * were called inactive; ? = inconclusive; . = no result given; & = joins results of further samples. Unless noted, calls follow the shape of the dose curve; as a rule, active = well fitted curve in the direction sought with a large enough effect; inconclusive = small, poorly fitted or top-dose-only effect, or another doubt; inactive = no such curve, though single readings can be large; an effect the other way counts as inactive or inconclusive. This is a subset (hit frequency here may not be typical).

The opening 3 entries, to show the layout:
compound	Vif-APOBEC3G blk	D1 antagonist	D1 agonist	Glioma ERSR ind	Vif-APOBEC3F blk	LDHA inh	D1 PAM	D2 potentiator	RXFP1 ag
CCCCN1C(=S)NC[C@@H]1Cc1ccccc1	0%	-17	-5	3%	?	-4	1	9	1.3%
CC(Oc1cccc(Cl)c1)C(=O)Nc1ccc([N+](=O)[O-])cn1 (stereo not given)	-5%	-19	1	-4%	-5%	-7	-4	.	-0.1%
Cc1ccccc1NC(=O)Cc1nc(COC(=O)c2ccc(Cl)c(S(N)(=O)=O)c2)cs1	-4%	-6	7	-4%	3%	-1	-2	12	1.7%

The whole of this part, repeating the preview:
compound	Vif-APOBEC3G blk	D1 antagonist	D1 agonist	Glioma ERSR ind	Vif-APOBEC3F blk	LDHA inh	D1 PAM	D2 potentiator	RXFP1 ag
CCCCN1C(=S)NC[C@@H]1Cc1ccccc1	0%	-17	-5	3%	?	-4	1	9	1.3%
CC(Oc1cccc(Cl)c1)C(=O)Nc1ccc([N+](=O)[O-])cn1 (stereo not given)	-5%	-19	1	-4%	-5%	-7	-4	.	-0.1%
Cc1ccccc1NC(=O)Cc1nc(COC(=O)c2ccc(Cl)c(S(N)(=O)=O)c2)cs1	-4%	-6	7	-4%	3%	-1	-2	12	1.7%
Cc1nc2ccccc2nc1OCc1cccc([N+](=O)[O-])c1	3%	-5	1	-3%	10%	-6	-4	0	7.4%
O=C(Cn1cnc2c(cnn2-c2ccccc2)c1=O)NC1CCCC1	0%	-5	2	1%	4%	-5	-1	7	2.2%
CCN1CCN(C(=O)CCn2c(=O)c3cccn3c3cccnc32)CC1	-40%	-3	1	-4%	2%	-4	2	-9	6.9%
CC(C)c1ccc(S(=O)(=O)c2nnn3c2nc(N2CCCC2)c2sccc23)cc1	1%	-5	0	-5%	-4%	0	0	-6	1.8%
CCN(CC(=O)Nc1ccc(C(=O)OC)cc1)C1CCCCC1	7%	-1	6	-1%	-1%	-2	0	.	-1.0%
Cc1ccc(S(=O)(=O)NCCNc2ccc([N+](=O)[O-])cc2C(F)(F)F)cc1	1%	21	-1	-4%	5%	-2	1	7	4.2%
CC(C)Oc1ccc(C(=O)N2CCC(c3nc4ccccc4o3)CC2)cc1	5%	-19	-2	-4%	3%	4&0	-2	-6	3.3%
CCN(C(=O)C(C)N1C(=O)/C(=C/c2ccco2)SC1=S)C1CCS(=O)(=O)C1 (stereo not given)	0%	2	0	-9%	3%	11	3	-4	-1.8%
COc1cc(C(=O)NCc2nnc(SCC(=O)Nc3nc4ccc(C)cc4s3)o2)cc(OC)c1OC	2%	-11	2	0%	-16%	0	3	-3	-0.7%
CCN(CC)c1ccc(NC(=O)c2cncc(Br)c2)cc1	1%	-20	-1	7%	5%	5	-9	.	-1.8%
Cc1ccn2cc(-c3ccc(NS(=O)(=O)c4ccccc4)cc3)nc2c1	-5%	-3	0	1%	4%	2	-3	13	1.8%
CCCCn1cc(S(=O)(=O)c2cc(C)ccc2C)c(=O)c2cc(F)c(F)cc21	-1%	17	2	-4%	0%	-4	4	-8	0.6%
CCC(=O)N/C(=N/c1nc(C)cc(C)n1)Nc1ccccc1	1%	1	4	6%	1%	2	1	-2	-8.2%
Cc1ccc(OCCN2C(=O)CSC2=O)cc1	0%	-2	3	-1%	-3%	-7	-8	7	-0.2%
Cc1ccc(C2(C)NC(=O)N(CC(=O)Nc3cc(C)on3)C2=O)cc1 (stereo not given)	-3%	12	5	-2%	1%	-11	0	-7	1.9%
Cc1cccc(C)c1NC(=O)NC1(C(=O)NCc2ccncc2)CCCCC1	0%	6	6	1%	?	-5	-6	-8	1.1%
CC1Cc2nc(SCC(=O)Nc3nc4ccccc4s3)n(C)c(=O)c2S1 (stereo not given)	-8%	-6	1	-3%	1%	0	-2	2	-0.1%
COCCCNc1nc2ccccc2nc1NS(=O)(=O)c1ccc(C)cc1	-7%	-1	1	5%	?	-4	2	-3	5.4%
OCC1(CC2CCCCO2)CCN(Cc2cccc(O)c2)CC1 (stereo not given)	0%	6	1	-3%	-3%	-5	-2	-4	-0.4%
CC1CCCN(c2ccc(C(=O)NCc3cccs3)cn2)C1 (stereo not given)	-4%	-2	-1	6%	1%	-6	16	5	-0.3%
COc1ccccc1CCNC(=O)C(=O)c1cn(CC(=O)N2CCOCC2)c2ccccc12	5%	-3	0	13%	2%	-2	0	8	-1.8%
NCC12CC3CC(C1)CC(c1ccc(Br)cc1)(C3)C2	-23%	15	25	-11%	1%	-4	1	-5	2.4%

New compounds follow
compound	Vif-APOBEC3G blk	D1 antagonist	D1 agonist	Glioma ERSR ind	Vif-APOBEC3F blk	LDHA inh	D1 PAM	D2 potentiator	RXFP1 ag
C=CCn1c(SCC(=O)NC2CCS(=O)(=O)C2)nnc1-c1ccncc1 (stereo not given)	0%	-10	5	0%	10%	-6	1	-8	1.5%
CN(C)S(=O)(=O)c1ccc(N2CCCC2)c(C(=O)Nc2nc3ccc(F)cc3s2)c1	-17%	4	4	?	-21%	-9	-5	-4	1.3%
O=C(CNC(=O)Cc1ccc(Cl)cc1)NCC(=O)N1CCCCC1	-1%	5	4	-1%	6%	1	-3	-6	5.3%
CN(C(=O)c1ccc2c(c1)OCO2)C1CCCCC1	-2%	3	0	-3%	2%	-1	1	2	0.0%
Cc1cccc(S(=O)(=O)N2CCN(Cc3ccc4c(c3)OCO4)CC2)c1	-1%	-34*	2	1%	-16%	-9	-11	-4	4.3%
CCCC(c1nnnn1C1CCCCC1)N1CCN(c2ncccn2)CC1 (stereo not given)	0%	8	-1	-4%	3%	-1	1	-4	-0.3%
CNC(=O)c1[nH]cnc1C(=O)N[C@@H](Cc1ccccc1)C(=O)OCc1ccccc1	8%	18	5	4%	-20%	2	-4	-17	2.2%
CCOC(=O)c1c(C)c(-c2ccccc2)n(CC(=O)Nc2cc(C)ccc2OC)c1C	3%	8	0	0%	-6%	-10&-6	-2	-26	-0.5%
O=C(CC(c1ccccc1)C1CCCCC1=O)c1ccco1 (stereo not given)	-6%	-1	-3	-9%	.	-6	5	-14	1.0%
COc1ccc(/C(C)=N/NC(=O)CNC(=O)/C=C\c2ccco2)cc1	-16%	6	0	-3%	0%	0	-5	-5	-0.6%
Cc1cccn2cc(CNC(=O)c3ccc(Br)o3)nc12	0%	-3	4	-6%	0%	-4	4	6	0.6%
CCn1c(SCC(=O)N/N=C/C=C/c2ccco2)nnc1-c1ccccc1	1%	-6	0	-5%	-15%	10	-4	-6	2.3%
COc1ccc(N(CC(=O)Nc2ccccc2C(=O)O)S(=O)(=O)c2ccc(C)c([N+](=O)[O-])c2)cc1	-9%	-2	5	1%	-9%	-3	-4	12	1.6%
COc1cccc(NC(=O)C(=O)N2CCOCC2)c1	2%	-24	-1	1%	-10%	-6	-4	2	-0.8%
C=CCOc1ccc2c(c1)c(S(=O)(=O)c1ccc(C)cc1)cn2COC	2%	-11	8	-2%	2%	-1	-7	1	-1.2%
CC1CCN(CCNC(=O)c2ccc(NC(=O)C3CCCO3)cc2)CC1 (stereo not given)	1%	10	0	-4%	.	-4	-1	-10	0.5%
Cc1ccc(C(=O)Nc2nc(-c3ccc4c(c3)OCCO4)cs2)o1	-2%	.	.	-2%	-4%	-7	.	.	.
O=S(=O)(c1ccccc1)N1N=C(c2ccc(Br)cc2)CC1c1ccco1 (stereo not given)	1%	2	5	-4%	0%	-17	-1	15	0.8%
Nn1c(SCC(=O)Nc2cccc(F)c2)nnc1C1CCCCC1	0%	8	1	-3%	1%	-3	5	9	-0.7%
Cc1cc(C(=O)OCC(=O)Nc2cc(C)on2)c2ccccc2n1	-6%	7	0	-3%	8%	7&-3	-11	-7	2.3%
CCn1cc(CN2CCC(C(=O)Nc3ccc(Oc4cccnc4)cc3)CC2)c(C)n1	0%	-7	2	-5%	1%	-8	-4	-9	-1.1%
COc1ccccc1NC(=O)C(=O)N/N=C/c1cccs1	0%	-17	1	14%	0%	-4	-5	-12	0.0%
CCCCOc1c(Br)cc(/C=N/O)cc1OCC	-21%	-14	2	-9%	-16%	7	-4	5	4.0%
COc1ccc([C@H]2C[C@@H](n3cc(C4CC4)nn3)[C@H](O)CN2CC2CCCCC2)cc1	-16%	.	.	14%	?	1	.	.	.
CN(CC(=O)Nc1ccc(Cl)cc1F)C1=NS(=O)(=O)c2ccccc21	2%	.	.	-1%	9%	1	.	.	.

Next part
compound	Vif-APOBEC3G blk	D1 antagonist	D1 agonist	Glioma ERSR ind	Vif-APOBEC3F blk	LDHA inh	D1 PAM	D2 potentiator	RXFP1 ag
Cc1c(OC(C(=O)O)c2ccccc2)ccc2c(-c3ccccc3)cc(=O)oc12 (stereo not given)	-6%	6	3	1%	-5%	-5	0	-12	-2.2%
COc1ccc(C)cc1-n1nnnc1SCn1nnc2ccccc2c1=O	3%	-7	10	-2%	3%	0&-4	-9	-6	0.2%
Cc1ncsc1CCOC(=O)c1cccnc1	-3%	-6	2	-4%	-3%	-4	4	9	2.3%
COc1cccc(C(C(=O)NCc2ccccc2)N(C(=O)Cn2nnc3ccccc32)c2cccc(C(C)=O)c2)c1 (stereo not given)	-4%	-14	7	-1%	0%	-1	0	-9	-1.5%
